From PubChem
JMJD2E inh: blocks human JMJD2E demethylase activity; JMJD2E catalytic domain, FDH-coupled NADH fluorescence (FDH is formaldehyde dehydrogenase); Potency, µM (doses to about 57.1 µM), without a hit: at the top dose activity change, negative = inhibition, most hits filed as inhibitors; 230,000 compounds, 1.6% hits; active = well fitted inhibition curve with a large enough effect, not every such curve was filed as active; inconclusive = small, poorly fitted or top-dose-only effect, or another doubt; inactive = no such curve, though single readings can be large or run the other way;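 note: 0% = wells with enzyme and -100% = buffer wells without enzyme; nearly all actives have a fitted effect of over 50% in size; many of its hits are not listed in these tables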
Target sequence (B2RXH2 1-337 limits assumed): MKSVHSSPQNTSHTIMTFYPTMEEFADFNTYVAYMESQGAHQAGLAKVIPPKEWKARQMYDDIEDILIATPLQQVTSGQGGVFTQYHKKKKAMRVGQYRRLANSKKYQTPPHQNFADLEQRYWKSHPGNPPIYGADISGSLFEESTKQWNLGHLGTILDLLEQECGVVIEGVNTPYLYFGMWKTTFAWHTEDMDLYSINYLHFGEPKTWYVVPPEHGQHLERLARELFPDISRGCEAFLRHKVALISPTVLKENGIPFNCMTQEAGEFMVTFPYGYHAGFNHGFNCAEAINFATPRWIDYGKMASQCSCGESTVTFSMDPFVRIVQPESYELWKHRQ
TRb SRC2 PPI: disrupts binding of human TR beta to SRC2 | 280,000 compounds, 0.065% hits | Potency, µM (titrated, usually from 106 µM), without a hit: top-dose activity change, negative = inhibition, most hits filed as inhibitors | TRbeta-SRC2 peptide binding, fluorescence polarization; receptor liganded with 1 µM T3;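 note: plate controls were bound peptide for no effect and peptide without receptor for full effect; nearly all actives have a fitted effect of over 50% in size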
Target sequence (P10828 whole entry, looked up): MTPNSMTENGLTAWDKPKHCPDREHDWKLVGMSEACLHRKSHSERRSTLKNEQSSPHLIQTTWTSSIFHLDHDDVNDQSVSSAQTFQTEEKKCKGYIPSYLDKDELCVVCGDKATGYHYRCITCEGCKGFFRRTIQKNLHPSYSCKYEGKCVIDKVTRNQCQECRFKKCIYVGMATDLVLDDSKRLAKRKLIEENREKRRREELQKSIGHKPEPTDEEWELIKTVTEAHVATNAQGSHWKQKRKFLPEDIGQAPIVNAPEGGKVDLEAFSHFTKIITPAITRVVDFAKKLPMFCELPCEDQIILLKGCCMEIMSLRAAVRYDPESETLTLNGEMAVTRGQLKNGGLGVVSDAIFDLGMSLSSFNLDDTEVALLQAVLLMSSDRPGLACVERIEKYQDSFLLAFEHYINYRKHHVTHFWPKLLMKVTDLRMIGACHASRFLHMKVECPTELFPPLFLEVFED
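Read-out is fluorescence polarization (555 nm excitation, 632 nm emission) of a Texas Red SRC2 coactivator peptide; loss of signal reflects blocked binding to human TRb ligand-binding domain in the presence of 1 uM T3.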
L3MBTL1 block: inhibitors of human L3MBTL1; Q9Y468; AlphaScreen L3MBTL1–H3K9me1 peptide binding; Potency, µM (doses to about 57.1 µM), for inactives: at the top dose activity, negative = inhibition, most hits filed as inhibitors; 230,000 compounds, 0.66% hits; AID 485360; note: nearly all actives have a fitted effect of over 60% in size
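AlphaScreen proximity signal between nickel-chelate acceptor and streptavidin donor beads (final 10 ug/mL) reports binding of 50 nM L3MBTL1 to 75 nM biotin-H3 K9me1 peptide; complex incubated with compounds 30 min at room temperature; cefsulodin titration as control.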
Tau ThT inhib: blocks human tau fibril formation measured by thioflavin T. recombinant tau K18 P301L, heparin-induced fibrillization, ThT fluorescence. 270,000 compounds, 2.1% hits. Potency, µM (series often up to 57.4 µM), without a hit: at the top dose activity, negative = inhibition, hits mostly inhibitors. P10636; note: nearly all actives have a fitted effect of over 55% in size
Target sequence (P10636 561-689 P618L limits assumed): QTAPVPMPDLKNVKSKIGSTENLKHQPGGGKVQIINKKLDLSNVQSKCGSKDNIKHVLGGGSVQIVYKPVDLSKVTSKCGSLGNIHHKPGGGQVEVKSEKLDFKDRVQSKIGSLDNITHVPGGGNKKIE
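ThT emission at 510 nm, taken 1 hr after adding 30 uM dye, quantifies aggregates formed when 20 uM heparin acts on human tau K18 P301L for 6 hr at 37 C.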
RECQ1 inh: inhibitors of human RECQ1 DNA helicase; RECQ1 DNA unwinding, red fluorescence kinetic read; 240,000 compounds, 0.54% hits; AID 2549; Potency, µM (highest dose often 57.3 µM), inactives show top-dose activity, negative = inhibition, most hits filed as inhibitors;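 note: plate controls were vehicle for no effect and no enzyme for full effect; nearly all actives have a fitted effect of over 30% in size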
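50 nM RECQ1T1 preincubated 15 min with compound in Tris pH 8.0 buffer with MgCl2, DTT, Tween-20 and 2.5 ug/ml poly(dI-dC); started with 200 nM TAMRA/BHQ-2 forked duplex and 2 mM ATP. Unwinding read as fluorescence (525/598 nm), two reads 2 h apart.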
RGS12 GoLoco inh: blocks human Gai1 binding to RGS12 GoLoco peptide, red readout; P63096; Gai1:RGS12 GoLoco peptide FP, rhodamine, 10 min; Potency, µM (titrated, usually from 61.6 µM), without a hit: top-dose activity, negative = inhibition, hits mostly inhibitors; 230,000 compounds, 0.44% hits; active = well fitted inhibition curve with a large enough effect, not every such curve was filed as active; inactive = no such curve, though single readings can be large or run the other way; note: nearly all actives have a fitted effect of over 30% in size; many of its hits are not listed in these tables
TR SRC2 fluor cs: alters Texas Red total fluorescence, flagging assay interference. 280,000 compounds, 0.29% hits. AID 1479. Potency, µM (doses to about 106 µM), inactives show at the top dose fluorescence change, negative = quenching. TRb/SRC2 Texas Red total fluorescence interference; active = well fitted curve in either direction with a large enough effect; inconclusive = small, poorly fitted or top-dose-only effect
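Human TRβ ligand-binding domain (0.6 uM) and Texas Red SRC2 peptide (20 nM) in Tris buffer with 1 uM T3 and 5% DMSO were incubated with pinned compound for 5 hr at ambient temperature. Total fluorescence was computed as S + 2P (555/632 nm).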
Tau fibril FP: blocks human tau fibril formation measured by polarization; 280,000 compounds, 0.39% hits; K18 P301L tau heparin fibrillization, Alexa594 FP, 6 h; Potency, µM (titrated, usually from 57.7 µM), without a hit: top-dose activity, negative = inhibition, usual class: inhibitors; note: nearly all actives have a fitted effect of over 55% in size
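Human tau K18 […] P301L fragment, 15 uM unlabeled plus 0.24 uM Alexa 594-labeled tau (final), with compound and 20 uM heparin in 100 mM sodium acetate pH 7; 6 hr at 37 C, then Alexa 594 FP read.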
* = called active by the depositor; i = inactive; ? = inconclusive; . = no result given; [ ] = another dose, or the depositor's remark. Unless noted, calls come from the whole dose curve; as a rule, active = well fitted curve in the direction sought with a large enough effect; inconclusive = small, poorly fitted or top-dose-only effect, or another doubt; inactive = no such curve, though single readings can be large; an effect the other way counts as inactive or inconclusive. Unless noted, % is set by controls: 0 for no effect and ±100 for the full control effect; potency is the fitted concentration of half-maximal effect. The list is partial (hit frequency here may not be typical).

Preview, two compounds:
Values run as follows: JMJD2E inh, TRb SRC2 PPI, L3MBTL1 block, Tau ThT inhib, RECQ1 inh, RGS12 GoLoco inh, TR SRC2 fluor cs, Tau fibril FP
- CCCc1nc(N2CCOCC2)c2sc(=S)n(-c3ccccc3)c2n1
  7%, -1%, ., -12%, 0%, 0%, 1%, 2%
- O=C(c1ccco1)N1CCN(c2nc3ccc(Cl)cc3s2)CC1
  ., -11%, ., ?, ., ., 1%, -7%

The list itself, previewed entries included:
Values run as follows: JMJD2E inh, TRb SRC2 PPI, L3MBTL1 block, Tau ThT inhib, RECQ1 inh, RGS12 GoLoco inh, TR SRC2 fluor cs, Tau fibril FP
- CCCc1nc(N2CCOCC2)c2sc(=S)n(-c3ccccc3)c2n1
  7%, -1%, ., -12%, 0%, 0%, 1%, 2%
- O=C(c1ccco1)N1CCN(c2nc3ccc(Cl)cc3s2)CC1
  ., -11%, ., ?, ., ., 1%, -7%
- COc1c(Cl)cc(Cl)cc1/C=C(\C#N)c1nc2ccccc2[nH]1
  ., 0%, ., -4%, ., ., -2%, -4%
- Oc1ccccc1C1CC(c2cccs2)=NC(c2cccc(Br)c2)N1 (stereo unspecified)
  -4%, 9%, ., ?, i, 103%[activator], 0%, 9%
- COc1ccc(N(CC(=O)NCc2ccccc2)S(=O)(=O)c2c(C)noc2C)cc1
  -2%, -3%, -6%, -8%, 2%, -3%, -1%, -3%
- Cc1cc(NC(=O)COC(=O)c2n[nH]c3ccccc23)no1
  ?, -2%, 0%, -18%, -6%, 6%, -1%, 0%
- O=c1c(-c2ccc(Cl)cc2)[n+]([O-])c2ccccc2n1OCc1ccccn1
  1%, -19%, -2%, 0%, 6%, 4%, -2%, -5%
- Cc1ccnc2nc(C(=O)OCCOc3ccc(Cl)cc3)nn12
  7%, 6%, ., 0%, -3%, 27%, -1%, -7%
- Cc1cccc(NC(=O)c2ccc([N+](=O)[O-])o2)n1
  -4%, -2%, -4%, -9%, -12%, 3%, 1%, -6%
- Nc1nc(NCc2ccco2)nc(N2CCCCC2)c1[N+](=O)[O-]
  -7%, -1%, -10%, -7%, -4%, 16%, -2%, 6%
- COc1ccc(-c2cc3nc4c(c(=O)n3[nH]2)CCC4)cc1
  ?, -2%, 8%, ?, -7%, 18%, -7%, 2%
- CCOC(=O)c1c(C)nc(-c2ccccc2)nc1NC(=O)CC
  3%, -5%, -2%, -21%, i, -1%, -4%, -8%
- Cn1c(SCc2cccc(Cl)c2)nc(C(F)(F)F)cc1=O
  1%, -14%, 18%, -13%, -6%, 3%, 0%, 0%
- NC(=S)NNc1cccc2cccnc12
  -8%, -3%, ?, 3.5µM*, -7%, 12%, -6%, 7.9µM*
- COc1ccc(-c2noc(CCC(=O)NCC3CCCO3)n2)cc1 (stereo unspecified)
  1%, -7%, 9%, -10%, i, 4%, -4%, 1%
- CC(=O)OCC[n+]1c(C)n(-c2ccccc2)c2ccc(Cl)cc21
  -8%, -2%, -2%, -1%, -2%, 8.9µM*, 1%, -2%
- Cc1cccc(C)c1NC(=O)Nc1ccccc1-n1ccnc1
  3%, 2%, 6%, 6%, i, -1%, 0%, -13%
- Cc1ccc(C2=NN(C3=NN=C(N)Cc4ncnn43)C(O)(C(F)(F)F)C2)cc1 (stereo unspecified)
  ?, 0%, -16%, -5%, 0%, 19%, -3%, -11%
- COC(=O)c1ccc(C)c(NS(=O)(=O)c2ccc(C)c([N+](=O)[O-])c2)c1
  -13%, -1%, 0%, -5%, 0%, -5%, -8%, 0%
- O=C(Nc1cc2c(cc1C(=O)c1ccccc1Cl)OCCO2)c1ccc(Br)cc1
  ., -8%, ., 0%, ., ., ?, -17%
- CCOc1cc(/C=N/O)ccc1OCc1ccc(F)cc1
  6%, -9%, 6%, -2%, -5%, 4%, -1%, 4%
- N#Cc1nc(-c2cccs2)oc1NCCCN1CCOCC1
  ?, 4%, -7%, -10%, -5%, 2%, 1%, 1%
- O=C(CSc1nc2cc(C(F)(F)F)ccc2n1Cc1ccccc1)NC1CCS(=O)(=O)C1 (stereo unspecified)
  -8%, 1%, 1%, 5%, 1%, 12%, 1%, 4%
- O=C(Nc1ccc2oc(-c3ccccc3F)nc2c1)c1ccco1
  ?, 5%, 6%, ?, -6%, 2%, -3%, -3%
- Cc1nn2c(-c3ccc(Cl)cc3)ccnc2c1-c1ccccc1
  0%, 3%, ., -22%, i, 10%, 1%, -4%
- CCOC(=O)C1(CC2CC2)CCN(Cc2cc(Cl)c(O)c(OC)c2)CC1
  -14%, -6%, -12%, -10%, 2%, 5%, -1%, 7%
- CC1(C)CC(=O)C2=C(C1)OC(N)=C(C#N)C2c1ccccc1 (stereo unspecified)
  2%, -2%, -6%, 4%, i, 5%, -6%, -2%
- c1ccc(OCCCn2nnc(-c3ccncc3)n2)cc1
  3%, 8%, 1%, -10%, -1%, -1%, 0%, 1%
- CCn1c(N2CCN(S(=O)(=O)c3ccc(Cl)cc3)CC2)nc2ccccc21
  -2%, -8%, 1%, -5%, 2%, 11%, -4%, 1%
- COc1ccc(-n2ncc3c2ncn2nc(COc4ccc(Cl)cc4)nc32)cc1
  ., -8%, ., ?, ., ., 7%, 4%
- O=C1CSC(c2ccncc2)N1Cc1ccc(F)cc1 (stereo unspecified)
  -22%, -10%, 17%, ?, i, -12%, -2%, -4%
- O=C(COC(=O)C1c2ccccc2Oc2ccccc21)Nc1ccc2c(c1)OCO2
  -12%, 8%, ., ?, -6%, 4%, 1%, 7%
- COC(=O)c1ccc(CSc2nnc(CNC(=O)c3ccc(OC)cc3)o2)o1
  8%, 5%, -2%, -9%, -4%, 14%, -2%, 5%
- Clc1ccc(-c2nc3ncccn3c2Cl)cc1
  ?, -6%, 9%, -6%, 1%, 6%, -7%, -8%
- CCCNC(=O)c1nnsc1Sc1ccc(Cl)cc1
  3%, -2%, ?, 1%, 2%, -63%, 0%, 0%
- CCOC(=O)c1c(N)sc(C(=O)Nc2ccccc2)c1C
  -12%, 0%[53 µM], -1%, ?, -13%, 6%, -1%[53 µM], 14%
- COc1ccc(CC(=O)NC(=S)Nc2ccc(S(N)(=O)=O)cc2)cc1
  -3%, -4%, 8%, -17%, -5%, 6%, 0%, 15%
- CN1CCN(c2ccc([N+](=O)[O-])cc2NC(=O)c2ccccc2)CC1
  0%, -9%, 4%, -15%, -3%, 8%, -1%, -4%
- COC(=O)c1sccc1S(=O)(=O)N1CCN(c2ccc(C)cc2C)CC1
  ., 4%, ., -15%, ., ., 2%, -2%
- CC(=O)c1cccc(NC(=O)N[C@@H](CC(C)C)C(=O)O)c1
  -11%, 7%, 1%, 7%, -3%, 6%, -1%, 8%
- CCN1CCN(/C=N/c2nc(C)cs2)CC1
  -6%, -4%, -5%, -5%, i, 4%, 0%, -7%
- O=C(NNC(=O)c1ccc(Cl)cc1Cl)c1csc(-c2cccnc2)n1
  -7%, -4%, ., ., -10%, 11%, -5%, -5%
- Cc1ccc(N=C(c2cccs2)N2CCOCC2)cc1
  4%, 4%, ., -10%, 0%, 1%, -2%, -1%
- COc1cc(-c2nc3cccc(C)n3c2NCC2CCCO2)ccc1O (stereo unspecified)
  2%, -7%, -3%, 11%, i, 15%, 0%, 0%
- Cc1ccc(-c2nc3sc4c(c3c(=O)n2N)CC(C)(C)OC4)cc1
  5%, -10%, ., -7%, -17%, -2%, -4%, -4%
- N=C1/C(=C/c2cccn2-c2cccc([N+](=O)[O-])c2)C(=O)N=C2SC=CN12
  3%, 10%, 4%, 0%, -3%, 4%, 10%, 6%
- CO/N=C1\CCCc2c(C(=O)NN)sc(SC)c21
  15%, 3%, ., ., -12%, 5%, 0%, 0%
- CS(=O)(=O)N(CC(=O)NCc1ccco1)c1ccc(Cl)cc1Cl
  1%, 5%, -4%, -2%, 0%, -2%, -3%, 3%
- CC1CCN(Cc2ccc(-c3nnn(CC(=O)NC4CCCCC4)n3)cc2)CC1
  -16%, -5%, -3%, 3%, -1%, 9%, 0%, 2%
- Cc1nc(SCC(=O)Nc2c(C)n(C)n(-c3ccccc3)c2=O)[nH]c(=O)c1Cc1ccccc1
  13%, 0%, 7%, -5%, -1%, 4%, -7%, 5%
- COc1cnn(-c2ccccc2)c(=O)c1SCc1ccc(Cl)c(Cl)c1
  12%, 4%, 21%, -3%, -2%, ., -2%, -4%
- Cn1ncc2c(NCc3cccc(C(F)(F)F)c3)c(C(=O)O)cnc21
  -26%, -2%, ., -14%, -2%, 6%, 4%, -9%
- Cc1ccc(-c2nc3ccccc3s2)cc1NC(=O)COc1ccccc1
  ., 3%, ., -14%, ., ., 5%, -1%
- Cc1ccc(S(=O)(=O)N2CCCCC2C(=O)O)cc1 (stereo unspecified)
  ?, -9%, -4%, -6%, -14%, 14%, 9%, -3%
- CCCn1c(=NC(=O)c2cc3ccccc3o2)c(C(=O)OCC)cc2c(=O)n3ccccc3nc21
  ., 6%, ., -16%, ., ., 1%, 2%
- COc1ccc(-c2cn3c(C)c(C(=O)Nc4cc(C)cc(C)c4)sc3n2)cc1
  ., 1%, ., ?, ., ., -1%, 2%
- CC(C)(C)c1cc(S(=O)(=O)CCc2ccccn2)cc(C(C)(C)C)c1F
  -5%, -10%, ., -20%, -22%, i, -1%, -10%
- CCn1nc(C)c(CCC(=O)O)c1C
  -3%, -16%, 5%, -7%, i, 2%, -2%, 8%
- N#Cc1c(-c2ccc(Cl)cc2)c(C#N)c(=O)n(N)c1N
  -7%, -19%[53 µM], 41%[activator], 5%, -1%, -7%, ?, -10%
- Nc1ccccc1C(=O)N=Nc1[nH]c(N)c2ccccc12
  6%, 0%, ?, -10%, 17%, 23%, 0%, 7%
- O=C(COC(=O)Cc1cn2ccsc2n1)NC12CC3CC(CC(C3)C1)C2
  7%, 2%, 7%, 2%, -3%, 3%, 1%, 4%
